Growth percent in the NCI-60 one-dose screen (48 h, 10 µM unless noted): 100 = growth as untreated, 0 = no growth, -100 = all killed.
MDA-MB-468: MDA-MB-468 breast cancer; 78,000 compounds, 8.5% hits; AID 2202374
K-562: K-562 leukemia; AID 1794777; 78,000 compounds, 7.4% hits
MDA-MB-231: MDA-MB-231 breast cancer; 81,000 compounds, 5% hits; AID 1794789
HS 578T: HS 578T breast cancer; 78,000 compounds, 4.1% hits; AID 1794788
LOX IMVI: LOX IMVI melanoma. 79,000 compounds, 7.4% hits
MCF7: MCF7 breast cancer; 82,000 compounds, 6.3% hits; AID 1794796
T-47D: T-47D breast cancer; 79,000 compounds, 5% hits
BT-549: BT-549 breast cancer; AID 1794793; 78,000 compounds, 4.4% hits
The depositor's hits bear a star; . = no result given; & = joins results of further samples. How the source made its calls: active means growth percent below 10; inactive means the rest.

SMILES	MDA-MB-468	K-562	MDA-MB-231	HS 578T	LOX IMVI	MCF7	T-47D	BT-549
Nc1nc(=S)c2ncn(C3OC(COC(=O)c4ccccc4)C(OC(=O)c4ccccc4)C3OC(=O)c3ccccc3)c2[nH]1 (stereo not drawn)	46.6	71.2	81.1	244.8	93.1	72.8	53.9	77.5
OCC1(CO)COC(c2ccccc2)=N1	117.2	100.5	99.5	110.1	100.8	90.2	122.6	90.6
N#Cc1c2c([nH]c(=O)c1C(N)=O)CCCCC2	109.3	113.5	101.9	91.4	100.6	102.7	79.2	100.2
COC1CCC2CC(C(=O)N3CCC(C(C)C(=O)NCC4CCCCC4)CC3)NC2C1 (stereo not drawn)	60.9	70.1	92.2	86.3	88.3	.	45.2	68.9
O=C(Nc1ccc(NC(=O)c2cc(S(=O)(=O)NCCc3ccccc3)c(O)c(O)c2O)cc1)c1cc(S(=O)(=O)NCCc2ccccc2)c(O)c(O)c1O	114.2	47.9	89.5	95.9	58.8	74.0	91.1	94.2
CCOP(=O)(OCC)C1c2ccccc2-c2ccccc21	116.9	96.4	108.4	109.9	93.7	89.1	103.4	.
CN(C)CCCn1c2c(c3ccccc31)CCCCCC2	71.7	82.8	62.6	89.0	81.5	86.9	88.7	95.5
COc1ccc(C2=C(CN)C(O)NC(=NCC(=O)c3ccc(CN)cc3)N2)cc1 (stereo not drawn)	107.8	101.2	99.4	102.9	99.9	93.9	85.8	97.8
CO[C@@H]1[C@@H](OC)N(S(=O)(=O)c2ccccc2)C(=O)N1S(=O)(=O)c1ccccc1	107.5	97.5	89.9	108.2	105.7	100.2	100.8	95.5
C=CCNc1nc2c(s1)CCc1cc(OC)c(OC)cc1-2	84.9	58.5	93.2	114.8	90.1	103.1	80.0	.
CC1O[C@@H](OC2[C@H](OC(=O)/C=C/c3ccc(O)c(O)c3)C(COC3O[C@H](C)C(O)C(O)[C@@H]3O)O[C@@H](OCCc3ccc(O)c(O)c3)[C@H]2O)[C@@H](O)C(O)[C@H]1O (stereo partly drawn)	106.0	105.3	108.5	107.7	102.1	98.2	83.1	98.8
N=C(N)SCc1ccc(Cl)c(Cl)c1	122.4&108.4&96.9	84.6&84.9	31.3&80.9&90.2	94.8&114.8&91.3	80.7&89.2&95.1	91.3&99.5&87.1	53.7&82.0&64.6	92.2&103.0&96.0

The last 6 entries of the part above open the next one:
SMILES	MDA-MB-468	K-562	MDA-MB-231	HS 578T	LOX IMVI	MCF7	T-47D	BT-549
CN(C)CCCn1c2c(c3ccccc31)CCCCCC2	71.7	82.8	62.6	89.0	81.5	86.9	88.7	95.5
COc1ccc(C2=C(CN)C(O)NC(=NCC(=O)c3ccc(CN)cc3)N2)cc1 (stereo not drawn)	107.8	101.2	99.4	102.9	99.9	93.9	85.8	97.8
CO[C@@H]1[C@@H](OC)N(S(=O)(=O)c2ccccc2)C(=O)N1S(=O)(=O)c1ccccc1	107.5	97.5	89.9	108.2	105.7	100.2	100.8	95.5
C=CCNc1nc2c(s1)CCc1cc(OC)c(OC)cc1-2	84.9	58.5	93.2	114.8	90.1	103.1	80.0	.
CC1O[C@@H](OC2[C@H](OC(=O)/C=C/c3ccc(O)c(O)c3)C(COC3O[C@H](C)C(O)C(O)[C@@H]3O)O[C@@H](OCCc3ccc(O)c(O)c3)[C@H]2O)[C@@H](O)C(O)[C@H]1O (stereo partly drawn)	106.0	105.3	108.5	107.7	102.1	98.2	83.1	98.8
N=C(N)SCc1ccc(Cl)c(Cl)c1	122.4&108.4&96.9	84.6&84.9	31.3&80.9&90.2	94.8&114.8&91.3	80.7&89.2&95.1	91.3&99.5&87.1	53.7&82.0&64.6	92.2&103.0&96.0
O=C(c1ccc(O)c(C(=O)N2Cc3ccc(OCCC[P+](c4ccccc4)(c4ccccc4)c4ccccc4)cc3C2)c1)N1Cc2cccc(F)c2C1	3.0*	27.1	92.9	72.4	67.1	51.9	38.7	65.9
COc1ccc(N=Nc2c(N)nn3c(N)c(C#N)c(-c4ccc(C)cc4)nc23)cc1	32.4	36.1	42.4	27.7	50.1	12.5	7.1*	56.2
CC(C)CCC[C@@H](C)[C@H]1CC[C@H]2[C@@H]3CC[C@H]4C[C@@H](N)CC[C@]4(C)[C@H]3CC[C@]12C	44.4	73.2	40.3	70.1	44.4	89.1	35.3	103.8
COC(=O)c1ccccc1NC(=O)C(=O)c1c(O)c(O)c(C(C)C)c2cc(C)c(-c3c(C)cc4c(C(C)C)c(O)c(O)c(C(=O)C(=O)Nc5ccccc5C(=O)OC)c4c3O)c(O)c12	105.8	97.7	91.7	91.9	95.0	100.5	90.1	92.0
CC(c1ccccc1)N1C(=O)NC2NC(=S)NC21 (stereo not drawn)	110.5	104.6	104.8	110.6	97.5	91.6	91.7	99.9
C=C1C[C@H]2[C@@H](N(C(c3ccccc3)c3ccccc3)C(=O)C(=O)N2c2cccc(C3(C)OCC(C)(C)CO3)c2)[C@@]1(CC)NC(=O)OCc1ccccc1	63.1	49.1	84.1	87.3	79.2	56.6	49.0	70.1
CC(=O)OCCNc1ccccc1	100.3	131.4	104.8	103.0	91.6	94.4	90.1	98.0
Fc1cc(-c2nnc3sc(-c4ccc(Cl)cc4)nn23)c(Cl)cc1Cl	.	115.9	88.3	66.1	91.7	86.7	87.0	105.8
CC(C)(C)CC(C)(C)n1nnnc1C(NC12CC3CC(CC(C3)C1)C2)c1c2ccccc2cc2ccccc12 (stereo not drawn)	63.5	64.9	83.7	99.7	83.7	80.4	58.7	107.8
COc1ccc(/C=C(\C#N)c2ccc(OC)cc2)cc1	7.5*	20.1	72.8	86.3	48.3	36.8	47.4	95.0
NC(=O)c1ccc(OC(F)(F)C(F)Cl)cc1OC(F)(F)C(F)Cl (stereo not drawn)	104.5	97.9	91.2	95.6	72.7	115.6	95.3	113.4
O=C(O)c1cccc(C(=O)O)n1	108.8	108.6	116.0	97.2	93.8	96.9	102.9	108.5
Cc1ccc(C(=O)NCc2ccccc2)cc1	110.0	95.8	102.2	105.4	104.2	100.4	81.7	94.0
CCOC(=O)c1cnc2ccccc2c1Nc1cccc(S(N)(=O)=O)c1	109.6	105.3	109.1	95.7	91.2	99.4	89.6	103.7
CCN1CN2C(=O)N3CN(CC)CN4C(=S)N(C1)C2C34 (stereo not drawn)	94.6	79.9	96.7	98.4	100.3	89.1	82.6	113.4
Cc1cc(NS(=O)(=O)c2ccc(N=Nc3c(N)nc(N)nc3N)cc2)nc(C)n1	101.7	100.5	107.5	118.1	101.7	96.9	109.4	101.4
COc1ccc(N)c2c1C(=O)c1ccccc1C2=O	.	98.9	95.5	107.1	104.2	95.2	81.9	.
CCN(CC)c1ccc2cc(C(Nc3cc(OC)ccc3OC)c3nnnn3C(C)(C)C)c(=O)oc2c1 (stereo not drawn)	102.2	93.2	86.3	80.9	90.3	87.4	70.1	98.3
Cc1ccc(C(=O)CSc2nc3[nH]c(=O)n(C)c(=O)c3[nH]2)cc1	96.6	.	94.9	101.3	101.2	93.3	102.6	90.4
COc1cc(C(=O)N/N=C/c2cccc([N+](=O)[O-])c2)cc(OC)c1OC	6.9*	35.8	65.1	49.3	50.2	23.9	51.9	58.0
CCCCCCCSc1nnc(-c2c(C)nc3ccc(Br)cn23)o1	70.7	86.9	71.2	89.6	86.1	56.2	97.4	101.9
O=C(NCCCCCCNC(=O)C1CCCN1C(=O)OCc1ccccc1)C1CCCN1C(=O)OCc1ccccc1 (stereo not drawn)	83.2	101.7	94.4	90.2	94.2	100.3	99.0	102.3
CCN(CC)c1ccc(/C=C2\Oc3ccc(O)c(-c4ccccc4)c3C2=O)cc1	83.7	84.8	102.1	103.0	91.2	96.5	.	99.5
O=C(N/N=C/c1ccccc1)C(O)(c1ccccc1)c1ccccc1	105.6	104.7	112.6	103.4	99.3	118.6	120.7	113.1
O=S(=O)(Nc1nnc(-c2ccncc2)s1)c1ccccc1	93.1	99.6	122.0	95.7	.	94.9	92.2	105.8
Brc1ccc(-c2cc(-c3cn(-c4ccccc4)nc3-c3ccc(OCc4ccccc4)cc3)on2)cc1	76.8	59.5	68.1	96.4	72.3	51.6	54.4	100.3
OC(CCN1CCCCC1)(c1ccccc1)C1CCCCC1 (stereo not drawn)	65.4&99.5	107.9&99.0	97.7&103.2	85.5&110.3	92.6&102.4	91.2&103.2	88.2	101.1
CN(CCC(=O)c1cccc2ccccc12)Cc1ccccc1	113.9	99.9	110.8	.	96.0	89.7	104.9	87.9
O=C(COc1ccc(/C=C2\Cc3ccccc3C2=O)cc1)c1ccc(Cl)cc1	110.9	92.9	82.2	105.0	92.8	97.1	102.0	112.5
O=C(Nc1nc(-c2ccc(Cl)cc2)cs1)c1cc(-c2ccc(Br)cc2)nc2ccc(Cl)cc12	98.7	25.2	37.8	49.4	20.3	16.4	53.0	-15.9*
CC(=O)c1c(C)[nH]c(-c2nc3ccc(N4CCN(C)CC4)cc3[nH]2)c1-c1ccc(N(C)C)cc1	21.0	21.1	36.1	21.1	.	8.2*	23.8	51.6
CC(=O)Nc1cscc1NC(C)=O	95.1	124.6	101.2	103.2	98.6	94.5	94.4	90.3
NC1=NC2(CCCCC2)N=C(Nc2ccc(S(N)(=O)=O)cc2)N1	89.7	91.8	98.8	99.8	94.5	93.7	95.1	108.3
CC(C)(C)c1cc(O)c(O)c(C(C)(C)C)c1	40.4	3.4*	61.1	43.6	47.3	36.3	12.8	61.2
CN(C)c1ccc2cc(S(=O)(=O)O)cc(O)c2c1	105.6	93.6	102.2	100.1	100.7	98.4	101.6	114.3
O=C(O)CCCN1C(=O)CSC1=S	99.3	103.2	107.3	98.9	94.7	90.9	97.7	99.8
O=c1c2ccccc2[nH]c2ccccc12	73.9	109.6	103.6	122.4	97.0	105.0	96.1	107.4
CCCCC(CC)COC(=O)/C=C/c1cccc2c1C(=O)NC(C)(c1cc3cc(OC)ccc3oc1=O)N2 (stereo not drawn)	58.0	45.5	71.0	86.0	78.1	34.2	28.5	60.0
CCCCOC(=O)c1ccco1	101.4	101.4	112.1	105.6	99.3	96.0	93.5	106.5
COc1cc(C(N)=O)cc(OC)c1OC	103.2	112.2	105.5	105.7	103.7	105.0	110.0	108.1
COc1cc(/C=c2\sc(=C(C#N)C#N)[nH]c2=O)cc(OC)c1OC	104.0	.	106.8	123.2	.	99.5	99.1	99.4
c1ccc2c3c([nH]c2c1)C(c1ccc2c(c1)OCO2)c1c([nH]c2ccccc12)C3c1ccc2c(c1)OCO2 (stereo not drawn)	89.4	93.3	97.4	91.5	96.0	86.4	95.1	112.1
C/C=C/C=C/C=C\CC/C=C/C(=O)NCC(C)(C)O	88.1	62.7	98.0	96.2	85.8	84.7	83.0	100.3
O=C(c1ccccc1)c1coc(-c2ccccc2)c1	57.5	.	85.6	102.9	95.1	81.5	.	94.4
COc1ccc(-c2cc(-c3ccc(Nc4ccnc5cc(Cl)ccc45)cc3)nc(N3CCCCC3)n2)cc1OC	107.5	.	99.5	94.3	98.9	96.2	104.0	112.9
O=C(N/N=C/c1cccnc1)c1ccccc1Nc1cccc(C(F)(F)F)c1	74.5	41.5	117.8	100.0	78.6	91.8	61.9	80.7
CSC(NC(=O)c1ccccc1)=C(C#N)C#N	103.0	100.8	90.7	95.0	92.4	80.1	88.9	93.2
Nc1n[nH]c2cccc(C#Cc3cccc(C(=O)Nc4cccc(C(F)(F)F)c4)c3)c12	100.5	8.4*	53.6	40.5	38.0	71.6	46.9	84.9

Quoted from above for reference:
SMILES	MDA-MB-468	K-562	MDA-MB-231	HS 578T	LOX IMVI	MCF7	T-47D	BT-549
O=C(c1ccccc1)c1coc(-c2ccccc2)c1	57.5	.	85.6	102.9	95.1	81.5	.	94.4
COc1ccc(-c2cc(-c3ccc(Nc4ccnc5cc(Cl)ccc45)cc3)nc(N3CCCCC3)n2)cc1OC	107.5	.	99.5	94.3	98.9	96.2	104.0	112.9
O=C(N/N=C/c1cccnc1)c1ccccc1Nc1cccc(C(F)(F)F)c1	74.5	41.5	117.8	100.0	78.6	91.8	61.9	80.7
CSC(NC(=O)c1ccccc1)=C(C#N)C#N	103.0	100.8	90.7	95.0	92.4	80.1	88.9	93.2
Nc1n[nH]c2cccc(C#Cc3cccc(C(=O)Nc4cccc(C(F)(F)F)c4)c3)c12	100.5	8.4*	53.6	40.5	38.0	71.6	46.9	84.9

(cont.)
SMILES	MDA-MB-468	K-562	MDA-MB-231	HS 578T	LOX IMVI	MCF7	T-47D	BT-549
CCCCCCCCCCCCCCNC(=O)C(C)O (stereo not drawn)	77.2	93.4	95.3	101.6	99.7	95.7	96.8	106.2
COc1cc2nc(CCC(=O)Nc3cc(Cl)cc(Cl)c3)c(CC(=O)Nc3cc(Cl)cc(Cl)c3)cc2c(OC)c1OC	83.8	109.3	101.0	97.4	94.5	94.7	96.1	99.0
O=Cc1cn(-c2ccc(C(=O)O)cc2)nc1-c1ccc(C(=O)O)cc1	103.4	104.0	105.3	108.7	95.0	98.8	90.6	98.7
CCNC(=O)c1ccccc1S(C)=O (stereo not drawn)	120.4	93.2	97.7	110.4	98.7	95.9	101.1	114.9
COc1ccc2cc(/C=C3\N=C(c4cc(OC)c(OC)c(OC)c4)OC3=O)c(OC)nc2c1	107.8	90.1	91.5	97.2	101.9	99.8	96.5	103.9
Cc1cc(C)c(C(=O)c2ccccc2C(=O)O)c(C)c1	96.9	102.6	104.8	117.0	95.7	102.0	97.3	104.0
NC(=O)C1CC2(C1)CC(C(N)=O)C2 (stereo not drawn)	99.8	.	118.0	102.5	107.3	101.8	114.8	107.8
COc1ccccc1/C=N\NC(=S)Nc1ccc(F)cc1	72.9	32.3	59.8	70.3	78.4	60.5	72.5	73.3
CC(C)N1C(=O)C=CC1=O	93.7	97.9	98.2	100.1	105.3	94.2	93.3	117.2
CC1OC(C)(Cc2ccccc2)OC1C (stereo not drawn)	120.2	100.1	115.3	105.4	101.5	107.3	98.6	.
CCOc1ccc(C(O)C2=CC(=O)c3ccccc3C2=O)cc1OCC (stereo not drawn)	108.1	98.0	86.4	109.1	82.7	89.6	97.2	94.9
O=C(Nc1cccc(F)c1)Nc1ccccc1B(F)F	99.7	98.7	89.4	108.1	109.8	88.9	111.0	94.7
CC(=O)c1ccncc1	108.6	105.5	107.7	122.4	98.9	100.0	111.1	105.0
